Screening data (PubChem BioAssay)
G6PDH counter: inhibits Leuconostoc G6PDH, flagging false hits in G6PDH-based assays; Purified L. mesenteroides G6PDH, diaphorase/resazurin coupled fluorescence, 45 min; inhibition, % at 5 µM; 200,000 tested, 0.12% active; in the data active = inhibition above about 50%
Diaphorase inh: counter-screen for diaphorase-based assays: diaphorase inhibitors and chemical oxidizers | diaphorase resazurin-to-resorufin fluorescence, NADH, 16 min; bacterial (C. kluyveri) enzyme, not human | inhibition, % at 20 µM | 190,000 tested, 0.69% active | AID 1217;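 active = primary screen inhibition at 20 µM above a set limit, cut at about 50% in these data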;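 note: plate controls were DMSO with full reaction for no effect and wells lacking NADH for full effect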
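System: Diaphorase enzyme from Clostridium kluyveri | Amount: Enzyme working solution with 0.14 U/mL diaphorase | Benchmarks: No-NADH positive control and DMSO neutral control | Signal: Fluorescence of resorufin formed from resazurin, Ex 544/Em 590 nm | Schedule: 16-min room-temperature incubation before reading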
STAT1 act: activators of IFN-gamma induced STAT1 signaling. 200,000 tested, 2.6% active. NIH 3T3 STAT1-luciferase reporter, luminescence; 100% = IFN-gamma alone, no compound. activation (% of control), % at 5.5 µM. AID 932;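 active = activation above the screen-wide mean activation plus 3 SD, cut at about 130% in these data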;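 note: raw ratio to IFN-gamma control signal so 100% means no change and 0% no light; values of inactives mirror those of a sister screen read the other way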
TLR4-MyD88 BLA: TLR4-MyD88 interaction inhibition in cells. O00206+Q99836. HeLa CL3-4 TLR4/MyD88 BLA complementation, FRET ratio. inhibition, % at 8.4 µM. 200,000 tested, 0.18% active. AID 861; in the data active = inhibition above about 25%;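 note: 0% = vehicle and 100% = reference inhibitor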
Target sequence (O00206 whole entry, looked up): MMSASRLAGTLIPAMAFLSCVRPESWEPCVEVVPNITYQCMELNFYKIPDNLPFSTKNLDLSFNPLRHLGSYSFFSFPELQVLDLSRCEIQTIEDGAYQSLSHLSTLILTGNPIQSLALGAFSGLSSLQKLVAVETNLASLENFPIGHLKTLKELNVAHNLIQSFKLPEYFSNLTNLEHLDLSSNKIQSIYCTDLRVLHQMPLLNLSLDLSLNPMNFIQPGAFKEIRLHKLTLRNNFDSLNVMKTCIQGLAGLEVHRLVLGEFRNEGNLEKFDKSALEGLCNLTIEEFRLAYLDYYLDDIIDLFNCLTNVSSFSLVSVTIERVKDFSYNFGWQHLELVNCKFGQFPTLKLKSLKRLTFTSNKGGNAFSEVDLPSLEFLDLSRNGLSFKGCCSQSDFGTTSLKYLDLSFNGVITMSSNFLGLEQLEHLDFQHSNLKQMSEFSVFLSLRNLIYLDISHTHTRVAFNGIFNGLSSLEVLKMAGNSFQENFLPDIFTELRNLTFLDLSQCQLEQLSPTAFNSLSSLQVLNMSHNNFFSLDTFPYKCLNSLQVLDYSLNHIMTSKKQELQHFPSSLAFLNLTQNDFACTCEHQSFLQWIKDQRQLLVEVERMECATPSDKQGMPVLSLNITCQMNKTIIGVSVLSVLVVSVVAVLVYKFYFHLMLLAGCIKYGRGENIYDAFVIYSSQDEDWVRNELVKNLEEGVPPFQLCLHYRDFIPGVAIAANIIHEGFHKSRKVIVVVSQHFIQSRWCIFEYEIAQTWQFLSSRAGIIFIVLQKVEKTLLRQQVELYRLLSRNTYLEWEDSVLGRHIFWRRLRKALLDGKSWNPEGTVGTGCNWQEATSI
Target sequence (Q99836 whole entry, looked up): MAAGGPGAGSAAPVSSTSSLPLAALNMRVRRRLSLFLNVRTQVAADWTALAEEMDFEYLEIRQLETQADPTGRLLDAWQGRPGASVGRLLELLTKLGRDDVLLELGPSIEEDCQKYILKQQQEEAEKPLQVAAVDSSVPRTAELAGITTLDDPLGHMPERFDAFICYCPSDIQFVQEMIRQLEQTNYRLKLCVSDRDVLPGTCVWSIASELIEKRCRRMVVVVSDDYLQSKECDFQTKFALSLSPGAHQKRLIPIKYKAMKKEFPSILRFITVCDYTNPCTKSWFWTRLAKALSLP
FLuc inh counter: counter-screen for luciferase assay inhibitors: firefly luciferase inhibition | inhibition, % at 10 µM | 200,000 tested, 1.5% active | ATPLite firefly luciferase biochemical luminescence, 10 min;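 active = inhibition above about 50% when tested at 10 µM, limit read from the data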
FLuc stim CS: affects firefly luciferase, flagging false hits in luciferase stimulation screens; 200,000 tested, under 10 active; ATPlite luciferase biochemical, luminescence, 10 min; 0 = ATP-free wells, 1 = DMSO control; activation factor at 10 µM; AID 1027;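 active = luciferase activation factor, scaled between plate controls, of at least 2 with compound at 10 µM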
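System: Luciferase/luciferin detection reagent, cell-free biochemical luciferase assay | Medium: PBS buffer for ATP | Dosing: Test compounds dosed from 2 mM stocks in 100% DMSO | Timing: 10 min at ambient temperature | Signal: Luminescence measurement of luciferase light output | Evaluation: Luciferase activation, seen as luminescence increase over controls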
Diaph act CS: activates diaphorase or chemically reduces, flagging diaphorase assay artifacts. Diaphorase/resazurin coupled assay, resorufin fluorescence, 16 min; active compounds read high; 1 = vehicle wells, 0 = NADH-free wells. activation factor at 20 µM. 190,000 tested, 0.005% active. AID 1229;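 active = diaphorase activity raised at least twofold by the compound at 20 µM; inactive = activation factor below 2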
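Material: bacterial diaphorase enzyme (C. kluyveri); amount: enzyme 0.07 U/mL final; reagent: NADH substrate 0.114 mM plus resazurin dye 0.1 mM, final; doses: single compound dose of 20 µM, 1% DMSO final; timing: 16 min enzyme reaction, ambient temperature; measured by: fluorescence of resorufin, 544 nm excitation, 590 nm emission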
APP 5'UTR act: APP 5'UTR luciferase reporter activation; SH-SY5Y APP 5'UTR luciferase reporter, luminescence; zero percent = DMSO vehicle wells; activation, % at 2 µM; 190,000 tested, 1% active;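 active = activation above a set limit, based on mean plus 3 SD of controls, cut at about 140% in these data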; note: values of inactives mirror those of a sister screen read the other way
NF-kB neuron act: compounds increasing NF-kB expression in human neuronal cells. NF-kB reporter expression; active compounds read high. fold change at 12.5 µM. 190,000 tested, 1.6% active. AID 1239; in the data active = fold change above about 3.3
APP transl inh: APP translation inhibition; inhibition, % at 2 µM; AID 1285; 190,000 tested, 0.82% active; SH-SY5Y APP 5'UTR-luciferase reporter, luminescence;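 active = inhibition above a set limit, derived from the sample mean plus 3 SD, cut at about 45% in these data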; note: values of inactives mirror those of a sister screen read the other way
* = called active by the depositor; . = not tested or not shown.

The opening 13 compounds, ahead of the listing:
SMILES	G6PDH counter	Diaphorase inh	STAT1 act	TLR4-MyD88 BLA	FLuc inh counter	FLuc stim CS	Diaph act CS	APP 5'UTR act	NF-kB neuron act	APP transl inh
Nc1ccc(C(=O)N/N=C\C=C\c2cccc([N+](=O)[O-])c2)cc1	4	18	109	-7	0	1	0.8	-10	0.99	10
COc1ccc(S(=O)(=O)N2CCN(C(=O)NC3CCCCC3)CC2)cc1	17	5	102	-9	0	1	0.9	-19	1.1	20
COc1ccc(CNC2=CC(=O)CC(C)(C)C2)cc1	11	-2	105	-7	-3	1	1	0	1	0
Cc1cc(C(=O)CSc2ncn[nH]2)c(C)n1-c1cccc(S(=O)(=O)N2CCOCC2)c1	0	18	95	6	-3	1	0.8	-7	0.85	7
O=C(Nc1ncc(Cl)cn1)c1cccs1	2	6	117	-6	-3	1	0.9	24	1.7	-24
CCOc1ccc(NC(=S)Nc2ccc(Br)cc2Cl)cc1	5	22	108	-14	-1	1	0.8	15	0.82	-15
Cc1sc2nc(CSc3n[nH]c(N)n3)[nH]c(=O)c2c1C	4	-3	92	8	2	1	1	104	1.1	-104
O=C(Nc1ccc(-c2nc3ccccc3s2)cc1)c1cc(-n2cnnc2)ccc1Cl	0	-14	97	-8	0	1	1.1	33	0.69	-33
CCOC(=O)c1ccccc1NC1CC(=O)N(c2ccccc2C)C1=O (centres undefined)	7	14	103	-9	-11	1.1	0.9	-7	1.1	7
NNc1nc(N)c2c(n1)-c1ccccc1CC21CCCC1	-10	13	104	-4	-2	1	0.9	-15	0.94	15
O=C(NCCO)c1cc2c(s1)CCC2	10	-6	105	-4	-4	1	1.1	8	0.97	-8
Cc1cccc(-c2nsc(SCC(=O)NCc3ccco3)n2)c1	0	23	106	-1	2	1	0.8	20	1.2	-20
CC(C)CNC(=O)CN(C1CCCCC1)S(C)(=O)=O	4	3	102	7	-5	1.1	1	5	1.1	-5

The list itself, repeating the preview:
SMILES	G6PDH counter	Diaphorase inh	STAT1 act	TLR4-MyD88 BLA	FLuc inh counter	FLuc stim CS	Diaph act CS	APP 5'UTR act	NF-kB neuron act	APP transl inh
Nc1ccc(C(=O)N/N=C\C=C\c2cccc([N+](=O)[O-])c2)cc1	4	18	109	-7	0	1	0.8	-10	0.99	10
COc1ccc(S(=O)(=O)N2CCN(C(=O)NC3CCCCC3)CC2)cc1	17	5	102	-9	0	1	0.9	-19	1.1	20
COc1ccc(CNC2=CC(=O)CC(C)(C)C2)cc1	11	-2	105	-7	-3	1	1	0	1	0
Cc1cc(C(=O)CSc2ncn[nH]2)c(C)n1-c1cccc(S(=O)(=O)N2CCOCC2)c1	0	18	95	6	-3	1	0.8	-7	0.85	7
O=C(Nc1ncc(Cl)cn1)c1cccs1	2	6	117	-6	-3	1	0.9	24	1.7	-24
CCOc1ccc(NC(=S)Nc2ccc(Br)cc2Cl)cc1	5	22	108	-14	-1	1	0.8	15	0.82	-15
Cc1sc2nc(CSc3n[nH]c(N)n3)[nH]c(=O)c2c1C	4	-3	92	8	2	1	1	104	1.1	-104
O=C(Nc1ccc(-c2nc3ccccc3s2)cc1)c1cc(-n2cnnc2)ccc1Cl	0	-14	97	-8	0	1	1.1	33	0.69	-33
CCOC(=O)c1ccccc1NC1CC(=O)N(c2ccccc2C)C1=O (centres undefined)	7	14	103	-9	-11	1.1	0.9	-7	1.1	7
NNc1nc(N)c2c(n1)-c1ccccc1CC21CCCC1	-10	13	104	-4	-2	1	0.9	-15	0.94	15
O=C(NCCO)c1cc2c(s1)CCC2	10	-6	105	-4	-4	1	1.1	8	0.97	-8
Cc1cccc(-c2nsc(SCC(=O)NCc3ccco3)n2)c1	0	23	106	-1	2	1	0.8	20	1.2	-20
CC(C)CNC(=O)CN(C1CCCCC1)S(C)(=O)=O	4	3	102	7	-5	1.1	1	5	1.1	-5
COc1cc(NC(=O)COc2ccc(-n3cnnn3)cc2)c(OC)cc1Cl	-13	8	111	-7	-8	1.1	0.9	4	1.1	-4
Cc1ccc(C)c(OCc2nc3ccccc3[nH]2)c1	11	22	125	8	14	0.9	0.8	39	2	-39
Cc1ccc(NC2c3ncccc3C(=O)N2c2ccccc2C)cc1C (centres undefined)	0	21	112	6	0	1	0.8	26	1.8	-26
Cc1cccc(C(=O)Nc2ccccc2C(=O)OCC(=O)Nc2ccc(C#N)cc2)c1	12	-10	105	10	-7	1.1	1.1	11	1.4	-11
COc1cc(C(=O)NCCc2ccc(F)cc2)c([N+](=O)[O-])cc1OC	3	11	97	-4	-3	1	0.9	-1	1	1
Cc1ccc(C2/C(=C(/O)c3cnn(-c4ccccc4)c3C)C(=O)C(=O)N2CCN2CCOCC2)o1 (centres undefined)	6	4	117	-4	20	0.8	1	64	1.6	-64
COc1ccc(CNC(=O)CSc2nnc(Cn3nnc4ccccc43)n2C)cc1	4	7	96	-17	-4	1	0.9	-10	1.1	10
CCOc1ccc2[nH]c(C)c(CN(C)C)c(=O)c2c1	2	8	101	-2	-3	1	0.9	0	1.2	0
C=CCSC1=C(C#N)C(c2ccccc2OCC)C(C#N)C(=O)N1 (centres undefined)	3	25	91	-13	-7	1.1	0.8	-8	0.99	8
Cc1ccc(NC(=O)C(=O)NCc2ccc(/C=C(/C#N)C(=O)NCc3cccnc3)o2)cc1	3	-15	99	0	-2	1	1.1	-8	1.3	8
CCCCOP(=O)(c1ccc(N(C)C)cc1)C(Nc1ccccc1)c1ccccc1 (centres undefined)	1	23	93	-3	-1	1	0.8	3	0.41	-3
O=C(O)CC/C(=C\c1ccc(N2CCOCC2)c([N+](=O)[O-])c1)c1nc2ccccc2s1	6	15	92	-9	-6	1.1	0.9	12	1	-12
CCOC(=O)Cc1csc(NC(=O)C(C)(C)CC)n1	14	-1	97	16	-2	1	1	25	1.3	-25
COc1ccc(C(=O)Nc2ccc(Cl)cc2C(=O)N2CCCC(C)C2)cc1OC (centres undefined)	6	14	110	-10	-3	1	0.9	-6	0.71	6
O=C(Nc1ccccc1O)c1csc2c1CCCC2	7	18	105	10	16	0.8	0.8	79	2.2	-79
O=C(OCc1ccc(F)cc1)c1ccc2c(c1)-c1ccccc1C2=O	1	13	101	-4	-7	1.1	0.9	-17	1.6	17
CC(C)N1CC(C(=O)Nc2nc3ccccc3s2)CC1=O (centres undefined)	-4	5	113	4	-3	1	0.9	6	1.5	-6
CCOC(=O)c1c(-c2cccc([N+](=O)[O-])c2)cn2ccccc12	-2	0	99	-1	-7	1.1	1	25	1.1	-26
O=C(c1cccs1)c1no[n+]([O-])c1C(=O)c1cccs1	11	10	87	-7	1	1	0.9	9	0.15	-9
COc1cccc(-n2ccnc2SCC(=O)Nc2ccccc2F)c1	-2	-4	107	-21	-4	1	1	4	0.82	-4
O=C(NNC(=O)c1ccc(F)cc1F)c1ccc2c(c1)OCO2	4	13	124	13	4	1	0.9	34	1.8	-34
CC(C)N(Cc1ccccc1)C(=S)Nc1ccc(F)cc1	0	4	96	13	-6	1.1	1	-1	1.1	1
CCCCOC(=O)c1ccc(NC(=O)c2cc(Cl)ccc2OC)cc1	-42	14	102	-4	-5	1	0.9	2	0.85	-2
CCOC(=O)CSC1=N/C(=C\c2ccc(OC)c(OC)c2)C(=O)N1C	-4	9	91	-6	-2	1	0.9	-1	1.3	1
COc1cc(Cl)c(C)cc1NC(=O)CCCn1c(=O)oc2ccccc21	8	21	102	1	-5	1	0.8	12	1	-12
COc1cccc(OC)c1C(=O)Nc1cc(C)on1	12	1	99	-6	0	1	1	14	1.1	-14
CCN(CC)C1CCN(C(=O)CCc2nnc(CCCCc3ccccc3)o2)C1 (centres undefined)	13	9	97	1	0	1	0.9	5	1.2	-5

Limited to Diaphorase inh, TLR4-MyD88 BLA and Diaph act CS (2 entries from above):
| canonical_smiles | Diaphorase inh | TLR4-MyD88 BLA | Diaph act CS |
| --- | --- | --- | --- |
| O=C(c1cccs1)c1no[n+]([O-])c1C(=O)c1cccs1 | 10 | -7 | 0.9 |
| COc1cccc(-n2ccnc2SCC(=O)Nc2ccccc2F)c1 | -4 | -21 | 1 |

Next structures.
SMILES	G6PDH counter	Diaphorase inh	STAT1 act	TLR4-MyD88 BLA	FLuc inh counter	FLuc stim CS	Diaph act CS	APP 5'UTR act	NF-kB neuron act	APP transl inh
COc1ccccc1N1CCN(CC(O)COCCOc2ccc(Br)cc2)CC1 (centres undefined)	1	16	97	3	-6	1.1	0.8	12	0.59	-12
Cc1sc2ncn(CC(=O)NCC3COc4ccccc4O3)c(=O)c2c1S(=O)(=O)N1CCCCC1 (centres undefined)	3	0	99	8	-10	1.1	1	-4	1.4	4
O=C1[C@H]2C(c3ccccc3)=NN(c3ccccc3)[C@H]2C(=O)N1c1ccccc1	9	14	96	-20	-7	1.1	0.9	19	1.4	-19
CCN(CC)CCCNCC(=O)Nc1cc(C)on1	2	9	95	-5	-5	1	0.9	-20	1.1	20
CCN(CCO)Cc1csc2ccc(Cl)cc12	10	8	102	-9	-6	1.1	0.9	0	1	0
CCCCn1c(NC(=O)c2ccc(Br)o2)c(S(=O)(=O)c2ccccc2)c2nc3ccccc3nc21	9	25	94	7	-8	1.1	0.8	-2	0.88	2
Cc1ccc2c(c1)c1nnc(SCC(=O)N3CCCc4ccccc43)nc1n2CC(=O)O	12	40	91	8	-4	1	0.6	10	1	-10
O=C1CC(N2CCSCC2)C(=O)N1c1ccccc1 (centres undefined)	3	12	99	2	-6	1.1	0.9	-12	0.95	12
Cc1nn(-c2ccccc2)c(N2CCCC2)c1/C=N/Nc1ccc(S(=O)(=O)Nc2ccccc2)cc1[N+](=O)[O-]	-3	4	96	-5	8	0.9	1	11	1.3	-11
CCN(CC)C(=O)CSc1nnc(-c2ccco2)o1	2	-11	116	-3	4	1	1.1	15	1.6	-16
COc1ccc2nc(/N=C/c3c(C)[nH]n(-c4ccc(C)cc4C)c3=O)sc2c1	-2	19	109	-14	22	0.8	0.8	-2	1.4	2
CC(/C=N/NC(=O)c1cc(-c2ccccc2)nc2ccccc12)=C\c1ccco1	-19	39	95	9	-3	1	0.6	-85	1.2	85*
CCc1nnc(NC(=O)[C@@H](NC(=O)c2cccc(S(=O)(=O)N3CCOCC3)c2)C(C)C)s1	5	-9	94	-14	-4	1	1.1	0	0.98	0
CCCCN(CCCNc1ncnc2nc[nH]c12)c1ccccc1	-13	13	102	-5	-2	1	0.9	14	0.92	-14
Cc1noc(COc2ccc(OCc3nc(C)no3)cc2)n1	-4	10	103	-3	-1	1	0.9	-3	1.4	3
O=C(Nc1nc2ccccc2[nH]1)C1CCCC1	18	0	136*	-3	39	0.6	1	89	0.93	-89
COc1ccc(S(=O)(=O)Nc2cc3c(cc2C(C)=O)OCO3)cc1	5	.	97	-1	2	1	.	-14	1.2	14
Cn1c(SCc2ccc(Cl)cc2)nc(C(F)(F)F)cc1=O	6	-2	101	3	-7	1.1	1	2	0.95	-2
